eIF4E-4G inh: eIF4E–eIF4G protein interaction inhibitors, primary screen, biochemical, uHTS, TR-FRET, eIF4GI fragment | AID 782, 2007 | actives 0.37% (n = 220,000) | Eukaryotic translation initiation factor 4E (Mus musculus) + Eukaryotic translation … | inhibition, % at 21.7 µM | TR-FRET eIF4E-eIF4GI(517-606) binding, 2 h;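 active = inhibition above about 30%, limit read from the data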;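 also: 0% = full FRET control wells and 100% = background wells lacking eIF4GI fragment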
TNF death inh: inhibitors of TNF-alpha triggered necroptosis, primary screen, cell-based, Jurkat FADD-/-, single concentration; activation (protection from cell death), % at 10 µM; Jurkat FADD-/- TNF necroptosis rescue, ATP luminescence, 24 h; 0 = TNF only, 100 = no-TNF cells; actives 0.068% (n = 220,000); AID 463075, 2010;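 active = activation, meaning protection from cell death, of at least 50% relative to plate controls; inactive = activation below 50%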;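 also: necroptosis triggered by 40 ng/mL TNF-alpha added together with compound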
m-calpain inh: inhibitors of pig calpain II, primary screen, biochemical, fluorogenic peptide substrate, 1536-well | AID 1236, 2008 | inhibition, % at 16 µM | actives 0.37% (n = 220,000) | purified calpain II, 30 min;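 active = inhibition above about 50%, limit read from the data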
PERK inh: block of dimerizer-induced PERK translation repression, primary screen, PERK inhibitor project, CHO PERK-DD cells, SEAP luminescence, HTS | Eukaryotic translation initiation factor 2-alpha kinase 3 (Homo sapiens), Q9NZJ5 | CHO PERK-DD fusion, SEAP luminescence translation reporter | inhibition, % at 5.6 µM | actives 0.17% (n = 220,000);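 active = inhibition above the mean inhibition of all tested compounds plus 3 SD, set separately per screening campaign, cut at about 2.9% in these data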;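 also: PERK kinase domain activated by AP20187 dimerizer at 100 nM; 0% = DMSO with dimerizer and 100% = rapamycin at 8.4 µM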
Rad51 HR inh: human RAD51 strand exchange inhibitors, primary screen, biochemical, fluorescence; hRad51 DNA strand exchange, fluorescence dequenching; inhibition, % at 10 µM; actives 0.085% (n = 200,000);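 active = inhibition above 40% at the single screening dose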;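 also: 0% = DMSO control wells and 100% = blanks with heterologous ssDNA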
Target sequence (Q06609 whole entry, looked up): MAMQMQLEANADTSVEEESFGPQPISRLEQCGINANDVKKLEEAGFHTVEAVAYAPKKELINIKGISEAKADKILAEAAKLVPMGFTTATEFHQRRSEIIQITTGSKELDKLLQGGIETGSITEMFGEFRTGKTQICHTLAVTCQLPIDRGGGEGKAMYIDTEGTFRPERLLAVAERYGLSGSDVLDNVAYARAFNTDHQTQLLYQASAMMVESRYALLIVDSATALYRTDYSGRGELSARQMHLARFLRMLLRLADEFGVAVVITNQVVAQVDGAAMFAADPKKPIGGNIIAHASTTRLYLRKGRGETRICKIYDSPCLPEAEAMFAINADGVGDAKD
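Material: human Rad51–ssDNA filaments; Probe or stimulus: labelled 47-mer dsDNA for strand exchange; Doses: single 10 µM dose; Incubation: 37 °C 15-min filament assembly, 30-min compound preincubation, 15-min exchange; Technique: FRET fluorescence dequenching, excitation 485 nm, emission 520 nm; Measure: Fluorescence-based percent inhibition, control- and blank-normalised; Benchmarks: plate control and blank wells.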
Cl transport mod: KCC2 cotransporter modulators, thallium flux, primary screen, cell-based, HEK293 KCC2, FluoZin-2 fluorescence, MLSMR. KCC2 cells, thallium flux FluoZin-2 fluorescence. B-score of Tl+ flux slope (higher = more flux/activation; lower = inhibition) at 10 µM. actives 2.2% (n = 190,000). AID 1456, 2008;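 active = thallium flux slope and its plate-corrected score both differing from the plate sample mean at a set confidence after two filtering rounds, in either direction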;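 also: slope of fluorescence scaled to starting intensity during 10 to 20 s after thallium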
zVAD death inh: inhibitors of zVAD-triggered necroptosis, primary screen, L929 cells | AID 1377, 2008 | L929 zVAD necroptosis rescue, ATP luminescence, 24 h; with zVAD 60 µM | viability rescue, % at 10 µM | actives 0.38% (n = 220,000);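 active = activation, scaled between plate controls, above about 75%, limit read from the data; inactive = activation under that limit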;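 also: 0% = zVAD with DMSO and 100% = DMSO alone without zVAD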
EBV gp42 inh: Epstein-Barr virus gp42 inhibitors, primary screen, biochemical, uHTS, fluorescence polarization; Glycoprotein 42 (Epstein-Barr virus (strain AG876)), Q1HVG2; Fluorescence polarization binding assay, mP read-out; inhibition, % (tested at 21.74 µM); actives 0.42% (n = 220,000); in the data active = inhibition above about 50%
Target sequence (Q1HVG2 whole entry, looked up): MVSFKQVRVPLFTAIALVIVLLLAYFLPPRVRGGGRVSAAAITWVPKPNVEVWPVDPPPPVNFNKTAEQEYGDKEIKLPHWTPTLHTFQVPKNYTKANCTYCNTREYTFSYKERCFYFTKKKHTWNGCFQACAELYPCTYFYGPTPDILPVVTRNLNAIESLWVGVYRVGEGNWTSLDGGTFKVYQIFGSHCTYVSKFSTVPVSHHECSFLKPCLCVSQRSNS
Mdm2 ligase inh: MDM2-luciferase reporter signal enhancers, primary screen, MDM2 E3 ligase inhibitor project, cell-based, luminescence, 1536-well; signal enhancement, % at 5 µM; AID 1230, 2008; E3 ubiquitin-protein ligase Mdm2 (Homo sapiens), Q00987; actives 0.11% (n = 210,000); cell-based MDM2 ubiquitination luciferase reporter, 2 h; 0 = plate control, 100 = twice control, blank-subtracted;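 active = signal enhancement of 30% or more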;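 also: luminescence tracks abundance of the self-degrading MDM2-luciferase fusion protein; higher signal means inhibition of MDM2 E3 ligase activity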
Target sequence (Q00987 whole entry, looked up, the tested form may be a part): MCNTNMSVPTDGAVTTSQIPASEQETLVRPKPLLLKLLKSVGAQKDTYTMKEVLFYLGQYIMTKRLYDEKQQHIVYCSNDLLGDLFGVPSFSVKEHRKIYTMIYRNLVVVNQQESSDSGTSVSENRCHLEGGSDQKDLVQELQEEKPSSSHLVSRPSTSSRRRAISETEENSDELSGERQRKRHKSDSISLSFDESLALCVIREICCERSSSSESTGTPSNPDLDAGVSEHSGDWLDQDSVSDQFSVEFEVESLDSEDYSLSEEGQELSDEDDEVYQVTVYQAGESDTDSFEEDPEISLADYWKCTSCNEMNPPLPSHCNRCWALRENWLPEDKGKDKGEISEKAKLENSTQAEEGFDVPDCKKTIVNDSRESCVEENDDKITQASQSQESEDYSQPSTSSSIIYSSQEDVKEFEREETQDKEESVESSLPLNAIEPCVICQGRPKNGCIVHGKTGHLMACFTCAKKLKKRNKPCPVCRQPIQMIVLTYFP
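Material: Stable MDM2–luciferase fusion reporter cells | Amount: 2000 cells seeded into each well | Dosing: One concentration, 5 µM, with 0.2% DMSO | Incubation: 4 h cell settling then 2 h compound exposure, 37 °C | Measured by: Luciferase luminescence | Read-out basis: % enhancement relative to plate controls after blank subtraction | Benchmarks: Control and blank well means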
Numbers without * were called inactive; i = inactive; x = no result given; [ ] = dose if it differs, or a comment.

SMILES	eIF4E-4G inh	TNF death inh	m-calpain inh	PERK inh	Rad51 HR inh	Cl transport mod	zVAD death inh	EBV gp42 inh	Mdm2 ligase inh
CC(C)(C)NC(=S)NCc1cccnc1	8[fluorescence artefact?]	-2.2	-10	-0.6	6	x	-0.3	-23	6
O=C(Nc1ccccc1)C1=C[C@H](c2ccc3c(c2)OCO3)C[C@H](OCc2ccc(CO)cc2)O1	1	0.5	17	-0.3	x	0.0043	0.1	1	x
Cc1c(C(=O)Nc2ccc(F)cc2)oc2ccc(S(=O)(=O)N3CC(C)CC(C)C3)cc12 (configuration not stated)	-26	-3.7	-308	-0.6	1	-1.2	0.2	-10	11
COC(=O)c1ccccc1NC(=O)C1CCCC1	2	-1.5	7	1.2	1	0.52	0.3	-15	-9
CCOC(=O)COc1cc2c3c(c(=O)oc2cc1C)CCCC3	9	-1.5	-28	0.1	-7	-1.2	-0.7	-9	-2
O=C(NCc1n[nH]c(=S)n1-c1ccc(Cl)c(Cl)c1)c1cccs1	-3	-0.2	-23	0.3	4	0.22	2.9	4	-7
CCC1Cc2c(nc(N)c3c(N)nc(N4CCCCC4)c(C#N)c23)O1 (configuration not stated)	-1	1.2	i	-0.1	-13	-1.7	20	-4	-6
CCCCN(C)C(=O)c1cn(CC)c2nc(C)ccc2c1=O	3	0.1	-2	-0.2	2	-0.88	-0.3	-6	-15
CC(Cc1cccs1)NC(=S)Nc1ccc(Cl)c(Cl)c1 (configuration not stated)	-1	1.5	42	-0.1	-3	6.7*	0.7	7	-7
Cc1cc(C)c(S(=O)(=O)N2CCC(C(=O)NCc3ccc(Cl)cc3Cl)CC2)c(C)c1	-6	-0.5	38	-0.5	-4	0.94	0.2	-5	-7
COCC(=O)Nc1ccc(S(=O)(=O)Nc2ncccn2)cc1	8[fluorescence artefact?]	-0.2	8	0.0	-9	1.4	-0.4	5	-1
Cc1c(Cl)c(=O)n2c(=O)c(Cl)c(C)n12	3	-0.6	i	1.7	3	0.58	1.0	31	-4
CC1(C)CC(=O)C(C=NC2CCCCC2)=C(O)C1	2[fluorescence artefact?]	-0.4	-33	-0.3	-1	-0.46	-0.3	0	-4
O=C(N1CCOCC1)N1CCC(n2nnc3cc(F)ccc32)CC1	1	-1.4	12	0.2	0	0.28	-0.2	42	-32
COC(=O)CCCC1=CC2=C(c3ccccc3)C(=O)C(C)(OC(=O)C3CCCC3)C(=O)C2=CN1CCCCO (configuration not stated)	2	-0.6	-9	x	7	-0.058	-0.1	10	3
O=C(NCc1cccnc1)c1cccnc1-c1nc2ccccc2s1	-8	-0.1	-47	1.5	5	x	-0.1	-8	-13
Cc1cccc(C)c1OCCCCCNCCO	0[fluorescence artefact?]	1.8	-22	-1.0	3	0.34	0.0	-11	-7
COc1ccc(-c2csc(NCc3ccco3)n2)cc1	1	0.5	-15	1.0	-2	-0.1	0.6	-12	-17
C=CCN1C(=O)/C(=C/c2ccc(O)c(OC)c2)S/C1=N/c1nccs1	4	0.2	-32	0.2	-403	0.45	1.6	-31	-1
O=c1nc2n(c3cccc(Cl)c13)CCCCC2	1	1.1	-5	-0.3	6	-0.38	0.1	-12	-43
Cc1sc2nc(-c3cccnc3)[nH]c(=O)c2c1-c1ccccc1	1	-1.5	-20	1.1	-4	0.07	1.7	-24	-3
CCCCC(=O)N/N=C/c1cc([N+](=O)[O-])ccc1N1CCOCC1	-2	0.0	9	0.1	x	0.074	x	-4	-4
COc1cccc(C(=O)Oc2ccc(N3C(=O)CCC3=O)c(C)c2)c1	0	-0.4	-14	2.1	19	0.45	2.6	2	-5
CCOC(=O)C1CCCN(Cc2c(F)cccc2Cl)C1 (configuration not stated)	-2	14	24	0.4	5	0.81	-0.8	-6	-12
Cn1c(CBr)c(C(=O)c2ccc([N+](=O)[O-])cc2)c(=O)n(C)c1=O	1	-2.5	-16	0.6	x	-0.024	-0.8	-16	-9

Filtered by structure: the compounds so far with a thiophene ring, fused or not.
SMILES	eIF4E-4G inh	TNF death inh	m-calpain inh	PERK inh	Rad51 HR inh	Cl transport mod	zVAD death inh	EBV gp42 inh	Mdm2 ligase inh
O=C(NCc1n[nH]c(=S)n1-c1ccc(Cl)c(Cl)c1)c1cccs1	-3	-0.2	-23	0.3	4	0.22	2.9	4	-7
CC(Cc1cccs1)NC(=S)Nc1ccc(Cl)c(Cl)c1 (configuration not stated)	-1	1.5	42	-0.1	-3	6.7*	0.7	7	-7
Cc1sc2nc(-c3cccnc3)[nH]c(=O)c2c1-c1ccccc1	1	-1.5	-20	1.1	-4	0.07	1.7	-24	-3

Additional structures
SMILES	eIF4E-4G inh	TNF death inh	m-calpain inh	PERK inh	Rad51 HR inh	Cl transport mod	zVAD death inh	EBV gp42 inh	Mdm2 ligase inh
COc1ccc2c(c1)CCc1c(C(=O)N3CCCCCC3)noc1-2	-3	2.6	14	0.4	4	x	9.9	-12	-6
COc1ccc(S(=O)(=O)N2CCc3ccccc3C2)cc1OC	-4	0.7	11	-1.0	3	-1	0.5	14	-4
COc1ccccc1C(=O)N/N=C/c1cnc2ccccc2n1	-4	1.7	9	-0.3	x	-1.5	0.2	-9	-4
COc1ccc(-c2noc(-c3ccccc3C(=O)Nc3cccnc3)n2)cc1	3	-2.6	-8	-0.5	-9	-0.42	1.0	-9	-3
O=C(CN1CCCCC1)N/N=C/c1ccccc1OCc1ccccc1	-2	-0.6	1	0.3	2	-0.64	2.4	0	2
Cn1c(=O)c([N+](=O)[O-])c(NCC2CCCO2)c2ccccc21 (configuration not stated)	-4	1.7	23	1.1	-1	-0.92	-0.1	-3	-12
CS(=O)(=O)Nc1ccc2c(c1)nc1n2CCOC1	-19	-0.4	13	-0.3	-1	x	1.6	-13	-22
COCCn1c(-c2ccc(OC)cc2)cnc1SCC(=O)Nc1ccc(OC)cc1OC	-4	1.6	-5	-1.6	x	-1.6	0.5	-8	-12
O=C(NCCCO)NC(=S)c1cccc2ccccc12	1	-0.1	11	-0.1	8	-0.085	1.9	-1	-10
CN(Cc1ccccc1)c1nc2c(c(=O)n(C)c(=O)n2C)n1CCCc1ccccc1	0	-3.6	8	-0.1	-5	x	1.1	6	6
O=C(c1cccnc1NCc1ccc(F)cc1)N1CCOCC1	18	0.4	2	0.8	4	1.3	0.1	3	-11
COc1ccc(C2C3=C(CCCC3=O)Nc3nc(C(F)(F)F)nn32)c(OC)c1OC (configuration not stated)	2	-3.8	13	-0.7	-1	0.29	-0.6	-14	-8
CCC(=O)N1CC2(CC(c3cccc(NC(=O)COc4ccc(Cl)cc4)c3)=NO2)C[C@@H]1C(N)=O (some centres not stated)	-5	1.1	5	x	2	-1.6	-0.2	-10	12
CCC(=O)N1CCN(c2ccc(OC)cc2[N+](=O)[O-])CC1	1	-4.1	-16	1.0	x	x	1.1	-12	-7
CCOC(=O)CNC(c1ccccc1)c1cc(Br)ccc1NC(=O)CCN1CCOCC1 (configuration not stated)	3	0.5	17	-0.2	20	-0.7	-0.9	-8	-2
O=C(N/C(=C/c1ccccc1Cl)C(=O)N1CCCC1)c1ccccc1	-5	0.2	-2	0.1	16	-0.15	1.1	-8	-10
Cc1cc(-c2nnnn2-c2cc(Cl)cc(Cl)c2)no1	-3	1.9	-15	0.9	-6	1.2	1.1	-16	-2
COc1cccc(/C=N/NC(=O)C(c2ccncc2)N2CCOCC2)c1 (configuration not stated)	-4	6.1	5	2.1	x	1	1.5	-7	-6
O=C(Cn1nnc2ccccc2c1=O)NCc1ccco1	-23	-0.4	16	1.2	6	x	0.4	3	-12
CSc1nc2cc(C)nn2c(-c2ccccc2Cl)c1C#N	-3	1.2	-18	0.7	0	-0.47	0.1	-10	-18
O=C(CCc1nc2ccccc2n1-c1ccccc1)NCCO	-1	0.3	3	-0.4	-16	1.6	0.3	-5	-6
CCCCCOC(=O)Cn1c(=O)oc2ccc(C)cc21	-26	-2.1	32	0.5	9	-0.4	-0.2	-31	1
CCCCC(=O)Nc1ncc(Br)s1	-3	11	-4	0.8	-3	1.3	0.7	5	-31
CC(C)n1c(N)c(C#N)c2ccc([N+](=O)[O-])cc2c1=O	1	4.9	-4	-0.7	-32	-0.19	-0.5	-10	-11
O=C(Nc1ccc(S(=O)(=O)N2CCOCC2)cc1)c1cc(-c2cc(Cl)ccc2O)n[nH]1	3	-11	5	-0.9	-28	0.22	5.5	3	-1

Going on with the list.
SMILES	eIF4E-4G inh	TNF death inh	m-calpain inh	PERK inh	Rad51 HR inh	Cl transport mod	zVAD death inh	EBV gp42 inh	Mdm2 ligase inh
CCCCC[n+]1cccc2c3ccccc3ccc21	13	-4.8	i	1.5	-2	-0.067	-0.1	-32	-34
Cn1c(=O)c2c(nc(N3CCc4ccccc4C3)n2C)n(C)c1=O	-2	-2.2	-8	-0.6	9	-0.58	0.6	-24	-13
COc1ccc(CCNc2oc(-c3ccccc3OC)nc2C#N)cc1OC	-7	1.4	-357	-1.3	1	x	6.6	-15	-5
O=C(Cn1nc2n(c1=O)-c1ccccc1SC2)N/N=C/c1cccs1	-1	-0.3	-8	-0.8	23	-2.2	0.4	5	-7
O=C1CCN(S(=O)(=O)c2ccccc2)CCN1CCOCc1ccccc1	-1	-1.5	4	x	0	0.43	-0.9	-16	2
Cn1nnnc1SCc1nnc(-c2ccc(Cl)cc2)o1	-9	0.7	5	0.1	7	-0.14	0.5	-27	-4
NNC(=O)c1cc(Br)cs1	3[fluorescence artefact?]	0.3	0	0.9	x	-1.4	0.0	-24	-6
Nc1c(C(=O)Nc2ccc3c(c2)OCCO3)nnn1CCc1ccccc1	-2	-6.4	-17	-0.3	-3	x	3.8	6	-9
C[N+]1(CC(=O)Nc2ccccc2Cl)CCN(C(=O)c2cccs2)CC1	3	1.0	-6	0.6	-1	-0.062	2.0	-12	3
C=CCn1c(C)nnc1SCC(=O)N1CCN(S(=O)(=O)c2ccccc2)CC1	-4	3.0	-1	-0.4	x	-4.3	0.3	6	x
Cn1ncc(Br)c1C(=O)NC(=S)N1CCN(c2ccccn2)CC1	9	0.7	21	-1.2	24	0.66	0.4	10	-7
CN(C(=O)CSc1nncc2ccccc12)C1CCCCC1	-1	-1.2	-30	-1.3	-22	-0.9	-1.9	-19	-12
Cc1cc(C)nc(-n2nc(C)cc2NC(=O)CN2CCc3ccccc3C2)n1	4	-5.6	-26	-1.1	3	-1	-0.9	-17	-20
COC(=O)CC1C(=O)NCCN1Cc1cn(-c2ccc(C)cc2)nc1-c1cccc(C)c1 (configuration not stated)	2	0.7	-49	0.6	-41	0.074	2.3	-4	16

Screens deposited in PubChem BioAssay by several laboratories.
